Screening results from PubChem.
Pf growth 96h: P. falciparum growth inhibition at 96 hours | hit rate 6.9% among 320,000 | Potency, µM (titrated, usually from 28.7 µM), for inactives: at the top dose activity change, negative = inhibition, usual class: inhibitors | P. falciparum luciferase reporter growth, 96 h; further: potency means the concentration at half of the fitted maximal effect; on the % scale 0 is the no-effect control and ±100 the full control effect
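Two-generation exposure (96 h) targets delayed-death phenotype. Reporter parasites carrying integrated firefly luciferase, in red cells at 2% hematocrit and 0.05% parasitemia final, kept at 37 C, 5% CO2; luminescence loss indicates inhibition.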
Tb PYK inh: T. brucei pyruvate kinase inhibition | TbPYK enzyme, Kinase-Glo Plus ATP luminescence, 45 min | hit rate 0.12% among 410,000 | Potency, µM (highest dose often 76.8 µM), for inactives: at the top dose activity, negative = inhibition, most hits filed as inhibitors | Q57TT1 | AID 624173; further: potency means the concentration at half of the fitted maximal effect; on the % scale 0 is the no-effect control and ±100 the full control effect; nearly all actives have a fitted effect of over 50% in size
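Enzyme and substrate buffer are dispensed first and compound is pin-transferred. ADP at 130 uM final then starts the reaction, which runs 45 min at room temperature. Detection reagent is added for 10 min before luminescence is imaged.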
Cycloheximide cs: affects cycloheximide protein synthesis inhibition readout, counter-screen | cell reporter, cycloheximide protein synthesis inhibition counterscreen | max response, % | AID 2314 | hit rate 12% among 300,000; in the data active means max response mostly above about 13%, no sharp cut-off; inactive means mostly below about 14%; further: read at 38.3 µM for the half of the compounds with a filed dose; 0% is about no effect
Pf growth 48h: P. falciparum growth inhibition at 48 hours (one generation) | P. falciparum luciferase growth in erythrocytes, 48 h | Potency, µM (doses to about 28.7 µM), without a hit: at the top dose activity change, negative = inhibition, usual class: inhibitors | hit rate 5.9% among 310,000 | AID 504832; further: potency means the concentration at half of the fitted maximal effect; on the % scale 0 is the no-effect control and ±100 the full control effect
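Growth was read as firefly luciferase luminescence after a 48 h, 37 C, 5% CO2 exposure of compounds to reporter-bearing P. falciparum cultures (0.1% parasitemia, 2% hematocrit final) in Albumax-supplemented RPMI 1640.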
AmpC inh no detg: inhibitors of E. coli AmpC beta-lactamase without detergent; hit rate 0.52% among 330,000; AmpC nitrocefin hydrolysis, absorbance 480 nm, 0.0001% Triton; Potency, µM (highest dose often 57.1 µM), for the others: at the top dose activity change, negative = inhibition, usual class: inhibitors; AID 485341; P00811;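 further: potency means the concentration at half of the fitted maximal effect; plate controls were no compound for no effect and no enzyme for full effect; nearly all actives have a fitted effect of over 20% in size; some results filed as inactive show a strong effect at the top dose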
Target sequence (P00811 whole entry, looked up): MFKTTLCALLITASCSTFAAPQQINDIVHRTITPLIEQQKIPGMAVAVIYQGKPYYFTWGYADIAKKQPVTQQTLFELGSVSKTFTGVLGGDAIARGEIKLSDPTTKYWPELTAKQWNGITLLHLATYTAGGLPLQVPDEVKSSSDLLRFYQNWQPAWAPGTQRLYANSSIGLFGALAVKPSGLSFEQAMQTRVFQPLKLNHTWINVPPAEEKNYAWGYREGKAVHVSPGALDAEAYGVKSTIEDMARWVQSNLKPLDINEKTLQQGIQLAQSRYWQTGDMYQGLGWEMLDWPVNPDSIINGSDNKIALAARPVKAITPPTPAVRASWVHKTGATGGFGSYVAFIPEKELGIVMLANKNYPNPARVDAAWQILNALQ
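20 mM phosphate pH 7.0 + 0.01% (detergent screen) or 0.0001% Triton X-100; 5.3 nM AmpC reagent; cpd preinc 15 min RT; nitrocefin (800 uM stock) to start; A480 q20 s × 4 min; Activity was normalised to no-enzyme and no-compound control wells.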
Shiga toxin inh: inhibitors of Shiga toxin in Vero cells | Vero cells, Shiga toxin protein synthesis inhibition reporter | inhibition, % at 38.7 µM | hit rate 9.2% among 290,000 | AID 2315; in the data active means inhibition mostly above about 28%, no sharp cut-off; inactive means mostly below about 43%; further: 0% is about no effect
LmPK inhibitor: inhibitors of Leishmania mexicana pyruvate kinase | Q27686 | purified LmPK, Kinase-Glo ATP luminescence, 1 h | Potency, µM (series often up to 57.5 µM), inactives show at the highest dose activity change, negative = inhibition, most hits filed as inhibitors | hit rate 0.37% among 290,000 | AID 1721; further: potency means the concentration at half of the fitted maximal effect; on the % scale 0 is the no-effect control and ±100 the full control effect
Target sequence (Q27686 whole entry, looked up): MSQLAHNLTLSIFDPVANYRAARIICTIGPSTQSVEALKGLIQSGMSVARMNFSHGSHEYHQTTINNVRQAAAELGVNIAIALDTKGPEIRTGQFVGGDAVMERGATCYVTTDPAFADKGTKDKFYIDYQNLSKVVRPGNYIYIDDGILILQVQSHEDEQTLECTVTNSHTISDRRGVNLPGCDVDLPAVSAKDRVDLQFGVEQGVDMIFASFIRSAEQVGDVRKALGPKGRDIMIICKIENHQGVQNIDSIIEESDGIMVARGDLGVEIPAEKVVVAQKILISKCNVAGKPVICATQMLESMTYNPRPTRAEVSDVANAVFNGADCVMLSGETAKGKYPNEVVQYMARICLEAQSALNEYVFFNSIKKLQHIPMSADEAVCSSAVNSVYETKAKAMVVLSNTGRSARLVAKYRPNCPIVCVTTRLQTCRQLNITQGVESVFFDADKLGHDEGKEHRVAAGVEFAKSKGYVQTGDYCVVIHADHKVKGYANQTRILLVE
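ATP generated from ADP (0.1 mM) and PEP (0.5 mM) by 0.1 nM LmPK over 1 h at room temperature (pH 7.2 imidazole buffer) was detected by coupled luciferase luminescence. Values were normalized to uninhibited and no-enzyme wells.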
Active calls of the source: *; ? = inconclusive; . = no result given; + = active, no number; [ ] = another dose, or the depositor's remark. Unless noted, the call rests on the fitted dose curve; in most records, active means well fitted curve in the direction sought with a large enough effect; inconclusive means small, poorly fitted or top-dose-only effect, or another doubt; inactive means no such curve, though single readings can be large; an effect the other way counts as inactive or inconclusive.

nr	SMILES	Pf growth 96h	Tb PYK inh	Cycloheximide cs	Pf growth 48h
1	CCCCn1c(N)c(N(CCOC)C(=O)c2ccc(COc3ccccc3)o2)c(=O)[nH]c1=O	?	0%	.	?
2	C/C(=N/NC(=O)CN1CCN(S(=O)(=O)c2ccc(C)cc2)CC1)c1cccc(O)c1	-12%	-2%	1	-14%
3	O=C(Cc1ccccc1)Nc1ccc(S(=O)(=O)N2CCCC2)cc1	?	6%	15	-9%
4	COc1cc(C(=O)NCCCc2ccccc2)cc(OC)c1OC	-27%	2%	0	-30%
5	COc1ccc(CCNC2=NCC(C)S2)cc1 (stereo not given)	1%[5.75 µM]	-5%	-2	-1%
6	O=C(N/N=C/c1ccc(Cl)cc1Cl)Nc1ccccc1	111%[activator]	-2%	9.2*	58%[activator]
7	CCn1c(C)cc(/C=C2\SC(=O)N(CC(=O)Nc3ccc(C)c(C)c3)C2=O)c1C	0%	3%	10	0%
8	Cc1ccc(S(=O)(=O)N2[C@@H](c3cccc(Cl)c3)C(C(=O)O)=CC[C@H]2c2ccc(Cl)cc2)cc1	37%[activator]	4%	.	10%

nr	AmpC inh no detg	Shiga toxin inh	LmPK inhibitor
1	-2%	.	.
2	43%	-1	-1%
3	2%	15	10%
4	-5%	.	2%
5	-26%	-8	-1%
6	-30%	28	1%
7	-10%	22	-2%
8	-13%	.	.

nr	SMILES	Pf growth 96h	Tb PYK inh	Cycloheximide cs	Pf growth 48h
9	CCOC(=O)c1c(NC(=O)CSc2nc3cc(Cl)ccc3c(=O)n2Cc2ccco2)sc(C(=O)N(C)C)c1C	4.1µM*	-10%	-1	5.9µM*
10	CC(=O)N1CCN(c2nnc(-c3ccccc3)c3ccccc23)CC1	-11%	-6%	-5	.
11	O=C(NC(=S)N(CCO)Cc1ccccc1)c1ccc(F)cc1Cl	-7%	-5%	-5	-5%
12	CCCc1cc(=O)[nH]c(SCC(=O)Nc2nonc2N)n1	.	-7%	-4	5%
13	COc1cc(OC)cc(C(=O)N(CN2CCCC2=O)c2ccccc2OC)c1	-7%	.	-2	14%
14	NC(=O)c1ccc(OCCC(O)N2CC=C(c3ccc(F)cc3)CC2)cc1 (stereo not given)	-5%	1%	.	?
15	O=C(O)CCS(=O)(=O)Cc1ccccc1F	-12%	-3%	14	-13%
16	O=c1c([N+](=O)[O-])c(O)c2ccccc2n1Cc1ccccc1	?	1%	-2	-1%

nr	AmpC inh no detg	Shiga toxin inh	LmPK inhibitor
9	0%	5	1%
10	-7%	3	-7%
11	-24%	-5	-2%
12	-10%	-14	0%
13	2%	-7	-1%
14	-15%	.	.
15	-12%	4	-4%
16	-13%	-3	-6%

nr	SMILES	Pf growth 96h	Tb PYK inh	Cycloheximide cs	Pf growth 48h
17	COCCSc1ccccc1C(=O)NCc1ccc(S(N)(=O)=O)cc1	-6%	-20%	9	.
18	CCN(CC)c1ncnc2c1sc1nc(N3CCOCC3)c3c(c12)CCC3	?	.	-2	?
19	O=C(CN1C(=O)NC2(CCCCC2)C1=O)Nc1ccc(F)cc1	61%[activator]	1%	-2	21%
20	COc1cccc2sc(Nc3nnc(-c4ccccc4Cl)o3)nc12	1.3µM*	2%	0	9.3µM*
21	CN1C(=O)CSc2ccc(NC(=O)N3CCc4ccccc43)cc21	?	-3%	-2	-2%
22	CN(C)c1ccc(NC(=O)/C=C/c2c(Cl)cccc2Cl)cc1	3%	-10%	41*	49%[activator]
23	COc1cc(/C=C/c2nc3ccccc3c(=O)[nH]2)cc(Br)c1O	?	-6%	21	?
24	COc1ccc(C2CC(=O)C(C3NCCc4ccccc43)=C(O)C2n2cncn2)cc1 (stereo not given)	66%[activator]	-5%	6	17µM*

nr	AmpC inh no detg	Shiga toxin inh	LmPK inhibitor
17	-18%	13	-1%
18	-13%	-18	3%
19	-10%	15	0%
20	82%[activator]	-3	-1%
21	-13%	25	-4%
22	-14%	59*	0%
23	-9%	13	2%
24	-7%	-5	-1%

Arranged by count of non-hydrogen atoms (smallest number first): part of the list above.
nr	SMILES	Pf growth 96h	Tb PYK inh	Cycloheximide cs	Pf growth 48h
23	COc1cc(/C=C/c2nc3ccccc3c(=O)[nH]2)cc(Br)c1O	?	-6%	21	?
20	COc1cccc2sc(Nc3nnc(-c4ccccc4Cl)o3)nc12	1.3µM*	2%	0	9.3µM*
18	CCN(CC)c1ncnc2c1sc1nc(N3CCOCC3)c3c(c12)CCC3	?	.	-2	?

nr	AmpC inh no detg	Shiga toxin inh	LmPK inhibitor
23	-9%	13	2%
20	82%[activator]	-3	-1%
18	-13%	-18	3%

Part of the list above with just Cycloheximide cs, Shiga toxin inh and AmpC inh no detg.
cpd	Compound	Cycloheximide cs	Shiga toxin inh	AmpC inh no detg
17	COCCSc1ccccc1C(=O)NCc1ccc(S(N)(=O)=O)cc1	9	13	-18%
21	CN1C(=O)CSc2ccc(NC(=O)N3CCc4ccccc43)cc21	-2	25	-13%
16	O=c1c([N+](=O)[O-])c(O)c2ccccc2n1Cc1ccccc1	-2	-3	-13%

(listing goes on)
nr	SMILES	Pf growth 96h	Tb PYK inh	Cycloheximide cs	Pf growth 48h
25	Cc1c(NC(=O)c2ccccc2)cccc1[N+](=O)[O-]	44%[activator]	-2%	17*	20%
26	COc1ccc(C(=O)NCc2nnc(SCC(=O)Nc3cc(Cl)ccc3OC)o2)cc1	16%	2%	5	15%
27	Clc1ccc(C2[C@H]3CN(Cc4cccnc4)[C@H](c4ccccc4)C34CC2(c2ccccc2)C4)cn1 (stereo not given in full)	8.3µM*	4%	-4	10µM*
28	CCOC(=O)c1c(NC(C)=O)sc2c(O)c(Br)ccc12	?	-11%	-7	.
29	CCCCn1c(=O)c(CCC(=O)OCC(=O)Nc2ccc(F)c(Cl)c2)nc2ccccc21	3%	-5%	-6	1%
30	CC(C)c1ccc(NC(=S)NNC(=O)C2CC2)cc1	-12%	-11%	2	7%
31	CCc1ccccc1NC1c2ccccc2C(=O)N1c1cc(C)ccn1 (stereo not given)	50%[activator]	6%	1	13µM*
32	O=C(/C=C\c1ccco1)Oc1cccc2cccnc12	-13%	-5%	23*	?

nr	AmpC inh no detg	Shiga toxin inh	LmPK inhibitor
25	-29%	+	-2%
26	17%	1	3%
27	17%	-6	4%
28	-24%	18	0%
29	-15%	-12	2%
30	-11%	13	1%
31	-15%	25	-1%
32	-23%	18	20%

nr	SMILES	Pf growth 96h	Tb PYK inh	Cycloheximide cs	Pf growth 48h
33	COC(=O)C1=C(c2cccc(NC(C)=O)c2)C[C@@H]2CC[C@H]1N2C	54%[activator]	6%	.	27%
34	Cc1ccc(Cl)cc1NC(=O)c1cnn2c1NC(c1ccco1)CC2C(F)(F)F (stereo not given)	?	4%	1	.
35	CC(=O)C1=C(O)C(=O)N(c2cccc(Br)c2)C1c1ccc(Br)cc1 (stereo not given)	?	-1%	-4	14%
36	CCn1c(=N)c(C(=O)NCCCOC)cc2c(=O)n3cccc(C)c3nc21	0%	-1%	-3	?
37	Cc1ccc2c(CN3CCCc4ccccc43)cc(=O)oc2c1C	-17%	6%	27*	?
38	O=C(NCc1ccncc1)C(=O)NCC1OCCCN1S(=O)(=O)c1ccc(F)cc1 (stereo not given)	12%	3%	-2	2%
39	CN(c1cccc(Cl)c1)S(=O)(=O)c1cccc(C(=O)NN2CCOCC2)c1	3%	1%	.	11%
40	CC(=O)Nc1ccc(OCC(O)Cn2ccnc2)cc1 (stereo not given)	0%	-9%	35*	51%[activator]

nr	AmpC inh no detg	Shiga toxin inh	LmPK inhibitor
33	-14%	.	.
34	-12%	-26	-2%
35	-36%	-7	35%
36	-18%	-7	1%
37	-3%	36	1%
38	0%	-30	-4%
39	38%	.	.
40	-31%	78*	-2%

Whole records, looked up by structure.
Cc1ccc(Cl)cc1NC(=O)c1cnn2c1NC(c1ccco1)CC2C(F)(F)F (stereo not given) as listed: Pf growth 96h: ?; Tb PYK inh: 4%; Cycloheximide cs: 1; Pf growth 48h: .; AmpC inh no detg: -12%; Shiga toxin inh: -26; LmPK inhibitor: -2%
CC(=O)Nc1ccc(OCC(O)Cn2ccnc2)cc1 (stereo not given) as listed: Pf growth 96h: 0%; Tb PYK inh: -9%; Cycloheximide cs: 35*; Pf growth 48h: 51%[activator]; AmpC inh no detg: -31%; Shiga toxin inh: 78*; LmPK inhibitor: -2%

(further entries)
nr	SMILES	Pf growth 96h	Tb PYK inh	Cycloheximide cs	Pf growth 48h
41	CC(C)=CCSc1nnc(CCNC(=O)OC(C)(C)C)o1	24%	0%	7	-2%
42	Cc1cc(NC(=O)COc2ccccc2C#N)no1	134%[activator]	2%	.	209%[activator]
43	Cc1cccc(N2C(=O)CCC2=O)n1	-9%	0%	2	7%
44	O=C(COC(=O)c1ccc(S(=O)(=O)Nc2ccccc2)cc1)NCC1CCCO1 (stereo not given)	0%	0%	-1	100%[activator]
45	Cc1cc(C)n(CC(=O)N/N=C/c2cc([N+](=O)[O-])ccc2O)n1	23%	-3%	0	?
46	CCNC(=S)NNC(=O)C1CCCCC1	25%	?	4	.
47	Cc1csc(N/N=C/c2ccccn2)n1	?	-23%	15	-41%
48	CC(=O)Nc1ccc(N(CC(=O)NC2CCCC2)C(=O)CCC(=O)Nc2cc(C)on2)cc1	42%[activator]	2%	-2	0%
49	Cc1cc(C)c(C)c(S(=O)(=O)NCC(=O)O)c1C	-26%	1%	-1	.
50	O=C1OC(c2ccccc2)=C/C1=C/c1cccs1	34%[activator]	-15%	2	5%
51	Cc1ccc(N2CC(C(=O)OCC(=O)c3ccc(C)c([N+](=O)[O-])c3)CC2=O)cc1 (stereo not given)	14%	5%	.	23%

nr	AmpC inh no detg	Shiga toxin inh	LmPK inhibitor
41	15%	-12	3%
42	-8%	.	.
43	-16%	-8	2%
44	-12%	4	2%
45	-3%	-8	2%
46	-22%	-9	-4%
47	-21%	77	-22%[11.5 µM]
48	-2%	-15	0%
49	-9%	-2	-4%
50	-57%	25	-26%
51	-16%	.	.
